# Bioassay records: PubChem, several laboratories
# PKA-R2B act = activates the human PKA-R2B holoenzyme complex; P22694+P31323; PKA-R2B holoenzyme dissociation, Cy5-IP20 fluorescence polarization; R2B truncated from residue 108, S112A mutant; 0% DMSO only, 100% 113 µM cGMP; activation, % at 11.4 µM; 0.079% of 340,000 active;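 active = activation above a cutoff set at the mean over all compounds plus 3 SD, cut at about 18% in these data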;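 note: higher means more holoenzyme dissociation and a rise in polarization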
# Rtt109 HAT inh = blocks Candida albicans Rtt109/Vps75 acetyltransferase activity; inhibition, % at 34.9 µM; purified Rtt109/Vps75, ThioGlo CoA-SH fluorescence, 4 h; 0.16% of 330,000 active; AID 540336;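 active = inhibition of at least 50% in every replicate; inconclusive = best replicate reaches 50% inhibition but some replicates fall short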
# Target sequence (Q5AAJ8 whole entry, looked up): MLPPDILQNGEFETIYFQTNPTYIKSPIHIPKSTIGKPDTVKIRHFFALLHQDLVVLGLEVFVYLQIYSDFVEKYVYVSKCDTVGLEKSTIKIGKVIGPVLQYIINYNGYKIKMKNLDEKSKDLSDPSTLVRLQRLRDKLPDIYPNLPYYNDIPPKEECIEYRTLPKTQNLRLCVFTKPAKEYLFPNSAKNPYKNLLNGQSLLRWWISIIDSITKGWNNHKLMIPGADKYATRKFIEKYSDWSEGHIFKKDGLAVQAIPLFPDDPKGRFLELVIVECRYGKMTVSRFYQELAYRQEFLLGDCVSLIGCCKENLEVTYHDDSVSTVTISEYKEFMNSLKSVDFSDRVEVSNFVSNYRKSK
# CAL PDZ FP-1 = CAL PDZ (human) peptide binding inhibition | Q9HD26 | purified CAL PDZ, TMR-peptide fluorescence polarization, 1 h | inhibition, % at 24.9 µM | 0.92% of 300,000 active | AID 602252;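 active = mean inhibition of at least 30% with at least half of replicates also reaching 30%; inconclusive = no clear call, values can overlap the other calls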;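 note: 0% = DMSO neutral control and 100% = excess unlabeled competitor peptide PRC23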
# SR-BI DiI-HDL act = activators of SR-BI mediated HDL lipid uptake. 0.096% of 320,000 active. CHO ldlA[mSR-BI] cells, DiI-HDL uptake fluorescence, 3 h; 100 = double the neutral-control signal. activation, % at 12.5 µM;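 active = mean replicate activation of at least 60% and every replicate at or above 60%; inconclusive = mean or all-replicate condition met, but not both; inactive = mean below 60% and not all replicates reaching 60%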;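 note: 0% = median plate neutral-control signal and 100% = twice that signal; values of inactives mirror those of a sister screen read the other way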
#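 Assay system: LDL receptor-deficient CHO ldlA cells overexpressing murine SR-BI / Medium: BSA-supplemented, HEPES-buffered Ham's F12, pH 7.4 / Probe or stimulus: DiI-labelled HDL at 10 µg/mL final / Timing: compound with DiI-HDL co-incubation, 3 h at 37 °C / Technique: bottom-read cell fluorescence after medium removal, ex 550/em 595 nm / Measure: HDL uptake via cellular fluorescence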
# LANA DNA inh = KSHV C-LANA DNA binding inhibition | MBP-C-LANA/FAM-LBS DNA binding, fluorescence polarization | inhibition, % at 9 µM | 0.078% of 340,000 active | AID 504423;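 active = highest replicate inhibition at or above 60% at 9 µM, even if other replicates fall short; inactive = all replicates below 60% inhibition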;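 note: 0% = neutral control wells and 100% = 4 µM acridine orange control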
# RTF Ca sens act = increases calcium sensitivity of human cardiac regulated thin filaments; P19429+P45379; IANBD-labeled TnC RTF fluorescence at EC20 calcium; 0% EC20 calcium, 100% full calcium; activation, % at 7.2 µM; 0.24% of 340,000 active;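 active = activation above the mean over all tested compounds plus 3 SD, cut at about 30% in these data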;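 note: rise in fluorescence read as greater calcium sensitivity of cardiac thin filaments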
# DAGLB inh = diacylglycerol lipase beta (human) inhibition; inhibition, % at 5.17 µM; 0.059% of 340,000 active; Q8NCG7; HEK293T DAGLB membrane lysate, EnzChek fluorogenic substrate; AID 504411; in the data active = inhibition above about 34%;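 note: 0% = enzyme with vehicle and 100% = wells lacking enzyme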
# Target sequence (Q8NCG7 whole entry, looked up): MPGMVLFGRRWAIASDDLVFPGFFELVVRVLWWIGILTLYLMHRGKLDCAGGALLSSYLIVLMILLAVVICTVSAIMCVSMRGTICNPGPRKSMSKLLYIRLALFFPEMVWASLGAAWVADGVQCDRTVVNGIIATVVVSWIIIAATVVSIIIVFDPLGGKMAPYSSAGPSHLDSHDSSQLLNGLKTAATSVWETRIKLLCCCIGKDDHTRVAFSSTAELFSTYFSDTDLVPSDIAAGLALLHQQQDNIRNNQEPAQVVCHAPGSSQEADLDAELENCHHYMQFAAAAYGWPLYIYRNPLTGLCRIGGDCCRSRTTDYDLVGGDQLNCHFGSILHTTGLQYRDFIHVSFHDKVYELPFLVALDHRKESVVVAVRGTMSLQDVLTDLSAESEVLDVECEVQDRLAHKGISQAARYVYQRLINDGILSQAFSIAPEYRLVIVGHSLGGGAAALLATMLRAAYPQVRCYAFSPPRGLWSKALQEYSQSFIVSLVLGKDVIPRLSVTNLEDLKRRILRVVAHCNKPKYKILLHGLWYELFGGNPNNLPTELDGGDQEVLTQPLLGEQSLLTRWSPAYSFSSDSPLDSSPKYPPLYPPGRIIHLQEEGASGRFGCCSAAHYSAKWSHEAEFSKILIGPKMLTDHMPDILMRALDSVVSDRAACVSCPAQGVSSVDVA
# RTF Ca sens inh = cardiac RTF calcium desensitization; P19429+P45379; IANBD-labeled cardiac RTF, Ca2+ fluorescence; inhibition, % at 7.15 µM; 0.12% of 340,000 active; AID 493244;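 active = inhibition above the mean inhibition of all tested compounds plus 3 SD, cut at about 17% in these data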;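 note: assay run at fixed EC70 calcium of 1.6 mM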
# CAL PDZ FP-2 = inhibitors of human CAL PDZ peptide binding; Q9HD26; purified CAL PDZ, TMR-peptide fluorescence polarization, 1 h; inhibition, % at 20 µM; 0.02% of 330,000 active; AID 504414;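 active = highest replicate inhibition of at least 40%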;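 note: plate controls were DMSO neutral control wells for no effect and unlabeled competitor peptide control wells for full effect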
#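 Read-out basis: mP drop reported as inhibition | Assay system: Tagged CAL PDZ protein CerCALP, purified | Benchmarks: Unlabelled peptide for full inhibition, DMSO wells as neutral | Schedule: 1 h incubation at room temperature before polarization reading | Buffer or medium: Sodium phosphate/NaCl buffer pH 7.4 with TCEP, IgG, Thesit | Doses: Single point, 20 µM | Measured by: Fluorescence polarization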
# Keap1 Nrf2 FP = Keap1-Nrf2 (human) interaction inhibition | Q14145 | 0.15% of 340,000 active | Keap1 Kelch-Nrf2 peptide fluorescence polarization, 1536-well | AID 504523 | inhibition, % at 9.4 µM; in the data active = inhibition above about 12%; inconclusive = no clear call, values can overlap the other calls; inactive = below about 7.3%;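 note: human Keap1 Kelch domain with fluorescein labeled Nrf2 9mer peptide probe; 0% = neutral control wells and 100% = peptide positive control; higher means more block of Keap1 binding to Nrf2 peptide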
# Numbers without * were called inactive; ? = inconclusive; . = no result given.
# Results follow in this order: PKA-R2B act, Rtt109 HAT inh, CAL PDZ FP-1, SR-BI DiI-HDL act, LANA DNA inh, RTF Ca sens act, DAGLB inh, RTF Ca sens inh, CAL PDZ FP-2, Keap1 Nrf2 FP
COc1ccccc1-n1cnc2cc(C(=O)NCCCN3CCOCC3)ccc21
 : 4, -1, -1, -12, -1.8, -2, 2, -6, -0.9, 0
CC(=O)/C(=N/Nc1ccc(Br)cc1)Sc1cccc2cccnc12
 : -11, -4, 0, 15, 0.4, -1, -6, -2, -1.1, 3
COc1ccccc1NC(=O)CN(C)S(=O)(=O)c1cccc2cccnc12
 : 0, -1, -6, 1, -1.3, -2, 1, -5, -0.7, 1
Cc1[nH]c2ccc(C(=O)NCCCN3CCCC3)cc2c1C
 : -8, 4, 0, -36, -3.2, -2, 0, -2, -1.7, -2
COc1cc(C(=O)OCC(=O)N2CCC(Cc3ccccc3)CC2)cc(OC)c1OC
 : -9, -1, -2, 17, 0.2, -8, -1, -8, -0.8, 2
COC(=O)c1ccc(CNC(=O)C23CC4CC(CC(C4)C2)C3)cc1
 : -8, -4, -4, ., 0.3, 3, -3, 4, -4.6, -3
CC1(C)CC(=O)C=C(Nc2ccccc2F)C1
 : 4, 7, -5, 27, -0.1, 1, 1, -5, -1.9, 0
COC(=O)CN1C(=O)[C@H]2[C@@H](c3ccc(C)o3)N3C(=O)CN(CC4CC4)C(=O)[C@@]3(C)[C@H]2C1=O
 : -2, 3, 4, 13, -0.7, -15, 1, 6, 0.1, -3
COC(=O)c1cc(NS(=O)(=O)c2ccc(N3CCCCCC3)c([N+](=O)[O-])c2)cc(C(=O)OC)c1
 : -4, 8, -6, -2, 2.8, -2, 5, -8, -1.2, -3
COc1cc(C2NC(=O)NC(C)=C2C(=O)OC2CCCC(C)C2)ccc1O (stereo not drawn)
 : -8, 0, -5, -19, -1.3, 1, 1, -8, 0.3, 5
CNC(=O)c1cccc(NC(=O)CCCNC(=O)c2ccc(Cl)cc2)c1
 : -1, -1, 66*, 0, -1.6, -5, 0, -21, -1.5, -7
COC(=O)N1CN(C(=O)OC)CN(C(=O)OC)C1
 : -5, 3, -3, 17, 2.2, 4, -2, 1, -0.9, -3
CCOC(=O)C1=CNS(=O)(=O)NC1c1ccc2ccccc2c1 (stereo not drawn)
 : -5, 8, 5, -2, -0.1, -8, 1, 1, -0.7, -4
CCC(=O)Nc1ccc(N2CCN(C(=O)c3cccs3)CC2)cc1
 : -21, 23, 3, 26, -1.7, -9, 0, 5, -0.3, -2
CCN(Cc1ccccc1)C(c1ccncc1)c1nnnn1C(C)(C)C (stereo not drawn)
 : 0, -1, -1, 15, 0.4, 4, 0, 2, -2.6, 4
COCCCNC(=S)NCCCNc1nc2cc3c(cc2cc1C#N)OCO3
 : 5, -26, -3, -20, -2.3, -3, 0, -5, -0.2, -8
c1ccc2cc(OCCN3CCCC3)ccc2c1
 : 2, 2, 1, 5, -0.5, 4, -1, -6, -2.0, -3
CN1CCN(C(=O)CCN2C(=O)S/C(=C/c3ccc(Cl)cc3)C2=O)CC1
 : -2, 48, -3, 3, -0.5, 0, 1, -2, -2.9, -6
CC(C)c1ccc(S(=O)(=O)N2CCN(C(=O)C3CCCC3)CC2)cc1
 : -9, -8, -3, ., -0.4, -3, -3, -4, -2.3, 3
OC(CNc1ncnc2sccc12)c1ccccc1 (stereo not drawn)
 : -15, -1, -1, 11, 1.6, 0, -2, -7, -2.3, -5
CCOC(=O)CCNC(=O)N1CCCC(CCC(=O)N(C)CCc2ccccn2)C1 (stereo not drawn)
 : 1, 10, 0, 5, 0.1, 1, -1, 7, -0.8, 2
COc1ccc(Nc2nccc(N(C)C)c2C#N)cc1
 : ., 0, -2, 7, 1.1, ., ., ., -0.4, -1
CC(NC(=O)COc1cc(=O)n(C)c2ccccc12)c1ccc2c(c1)OCCO2 (stereo not drawn)
 : -14, 13, -4, 22, -0.5, -1, -1, -3, -2.4, -2
CSCCC(/C(O)=C(\C#N)c1nc2ccccc2[nH]1)N1C(=O)c2ccccc2C1=O (stereo not drawn)
 : -16, 3, -4, -4, -1.3, 2, 1, -14, ., -4
COc1ccc(OCC(=O)NNC(=O)c2cc3ccccc3o2)cc1
 : 7, -2, -2, 1, 0.9, -1, 1, -6, -2.2, 3
Cc1cccc(OCCn2c(CCCO)nc3ccccc32)c1
 : 3, 4, -3, 2, -0.7, -4, -1, 7, -0.9, -2
COc1ccc(C(=O)N[C@H](C(=O)NCCCSc2ccccc2)C(C)C)cc1
 : -5, 1, -2, -10, 5.3, 2, -38, -4, -0.3, -4
CC1(C)CC(=O)C=C(NCCc2ccc(S(N)(=O)=O)cc2)C1
 : -12, -17, -5, 11, 2.7, 0, 0, -5, ., 0
CCCCOC(=O)CCc1c(C)[nH]c(=S)[nH]c1=O
 : 9, 14, -3, 8, 2.7, -3, 3, -18, -0.3, -1
COc1ccc(C(=O)NNC(=O)c2ccccc2[N+](=O)[O-])cc1
 : -2, -5, 0, 19, 0.3, 4, 0, 1, 0.2, 2

# Entries of single compounds, looked up by structure.
# Listed for COc1cc(C2NC(=O)NC(C)=C2C(=O)OC2CCCC(C)C2)ccc1O (stereo not drawn) = PKA-R2B act = -8; Rtt109 HAT inh = 0; CAL PDZ FP-1 = -5; SR-BI DiI-HDL act = -19; LANA DNA inh = -1.3; RTF Ca sens act = 1; DAGLB inh = 1; RTF Ca sens inh = -8; CAL PDZ FP-2 = 0.3; Keap1 Nrf2 FP = 5
# Listed for CCOC(=O)CCNC(=O)N1CCCC(CCC(=O)N(C)CCc2ccccn2)C1 (stereo not drawn) = PKA-R2B act = 1; Rtt109 HAT inh = 10; CAL PDZ FP-1 = 0; SR-BI DiI-HDL act = 5; LANA DNA inh = 0.1; RTF Ca sens act = 1; DAGLB inh = -1; RTF Ca sens inh = 7; CAL PDZ FP-2 = -0.8; Keap1 Nrf2 FP = 2
# Listed for CC1(C)CC(=O)C=C(Nc2ccccc2F)C1 = PKA-R2B act = 4; Rtt109 HAT inh = 7; CAL PDZ FP-1 = -5; SR-BI DiI-HDL act = 27; LANA DNA inh = -0.1; RTF Ca sens act = 1; DAGLB inh = 1; RTF Ca sens inh = -5; CAL PDZ FP-2 = -1.9; Keap1 Nrf2 FP = 0

# Remaining list, next part
# Results follow in this order: PKA-R2B act, Rtt109 HAT inh, CAL PDZ FP-1, SR-BI DiI-HDL act, LANA DNA inh, RTF Ca sens act, DAGLB inh, RTF Ca sens inh, CAL PDZ FP-2, Keap1 Nrf2 FP
Cc1ccc(C(c2nnnn2CC2CCCO2)N2CCN(C)CC2)cc1 (stereo not drawn)
 : 4, -1, ., 15, 0.6, 0, 2, -4, 0.1, -3
Cc1c(NC(=O)C(C)N2C(=O)C3C4C=CC(C4)C3C2=O)c(=O)n(-c2ccccc2)n1C (stereo not drawn)
 : 6, -12, ., 8, -0.7, 3, -1, 3, 0.3, -2
Cc1nn(-c2ccccc2)nc1CNC(=O)C1CCC1
 : -5, 3, 3, 5, 1.3, -3, 0, 3, -0.2, -8
O=c1cc(-c2ccccc2)nc2cc(-c3ccc(Br)cc3)[nH]n12
 : -1, -8, -4, -10, 1.8, 2, -1, -2, ., 4
O=C(c1cc2ccccc2oc1=O)N1CCCN(C(=O)c2cc3ccccc3oc2=O)CC1
 : -4, 0, 1, ., 0.2, 1, 3, -4, -1.0, 2
Cc1ccc(S(=O)(=O)N2[C@@H](c3cccc(Cl)c3)C(C(=O)O)=CC[C@H]2c2ccc(Cl)c(Cl)c2)cc1
 : 5, ?, 15, 4, 2.1, -8, -2, -5, -0.5, 0
COc1cc(C(=O)NCC(=O)N/N=C(/C)c2ccc3c(c2)CCCC3)cc(OC)c1OC
 : -9, 17, 1, -21, 0.6, 3, 2, -1, -0.2, -1
COc1cc2c(cc1OC)C(C)N(S(=O)(=O)c1cccs1)CC2 (stereo not drawn)
 : 3, 0, -1, 6, 1.1, -2, 0, -6, -0.3, -2
Cc1ccccc1NC1=CC(=O)CC(C)(C)C1
 : -2, -3, ., 9, -0.5, -5, 0, -9, -2.0, 4
COC(=O)c1ccc(NS(=O)(=O)c2ccc(-c3cc(C)no3)s2)cc1
 : -7, 3, -6, 3, 0.0, -5, -4, 7, -2.3, -1
S=c1[nH]nc(-c2cccc3ccccc23)n1-c1cccnc1
 : ., -4, ., 23, -0.3, ., ., ., -0.2, -2
O=C(C1CCCCC1)N1CCc2[nH]c3ccc(F)cc3c2C1
 : 0, -16, -2, -2, 2.1, 3, -2, -2, -0.1, 3
Cc1ccc(C(C)C)c(OCC(=O)NNC(=O)Nc2ccccc2)c1
 : -12, 9, -3, ., -1.2, -8, -8, -7, -1.6, 0
CC1CCN(S(=O)(=O)c2ccc3c(c2)N(CC(=O)N(C)Cc2ccco2)C(=O)CO3)CC1
 : -1, 3, -5, -9, 0.0, -4, -1, 5, -2.6, -3
O=c1c2ccccc2nc(SCc2nnc(-c3ccccc3)o2)n1-c1ccccc1
 : 2, -7, 1, -24, 1.3, 0, -2, 0, -2.3, -2
Cc1cc(C)c(C(=O)CN2C(=O)C(=O)N(C3CCCC3)C2=O)cc1C
 : -1, -9, ., -4, 1.3, 2, -10, -2, 0.0, 0
CCN1C(=O)C(CC(=O)Nc2ccc(F)cc2)N(Cc2ccco2)C1=S (stereo not drawn)
 : -2, 4, -2, 16, 2.2, 1, -4, -21, -1.1, 2
CSCCC(=O)NC1CCCN(CCc2ccccc2)C1 (stereo not drawn)
 : -4, 4, 2, -16, -0.3, 7, 0, -5, 0.1, -1
Cc1nc(N)sc1-c1nnc(SCC(=O)Nc2nccs2)n1C
 : 7, -6, ., 18, 0.9, 3, -9, -13, -0.1, 4
CC12CCC(C(=O)N3CCC(Cc4ccccc4)CC3)(C(=O)C1=O)C2(C)C (stereo not drawn)
 : -8, 7, 20, -26, -1.5, -2, -3, -8, -2.5, 0
O=[N+]([O-])c1ccc(NCc2ccccn2)nc1
 : 11, 9, 1, 8, 1.7, 3, 1, -14, -3.0, -3
COCCNc1nc(=S)[nH]c2cc(OC)c(OC)cc12
 : 1, 43, -4, -2, -0.6, 9, -2, -5, -1.0, -3
CCOC(=O)CN1C(=O)/C(=C/c2cccc(Br)c2)Oc2ccccc21
 : -4, 10, -2, -14, -0.2, -3, -5, 2, -0.1, -6
CC1=NN(c2nc(-c3ccc(C)cc3)cs2)C(=O)C1N=Nc1ccc2ccccc2c1 (stereo not drawn)
 : -2, 10, -3, -8, 0.8, 4, 2, -5, -1.1, -3

# This is a random part of the collection; about 1.6% have a hit in one of these screens.
